Screening results from PubChem BioAssay.
Rtt109 HAT inh = inhibitors of Candida albicans Rtt109/Vps75 histone acetyltransferase | Q5AAJ8 | purified Rtt109/Vps75, ThioGlo CoA-SH fluorescence, 4 h | inhibition, % at 34.9 µM | hit rate 0.16% among 330,000;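 active = inhibition of at least 50% in every replicate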
Target sequence (Q5AAJ8 whole entry, looked up): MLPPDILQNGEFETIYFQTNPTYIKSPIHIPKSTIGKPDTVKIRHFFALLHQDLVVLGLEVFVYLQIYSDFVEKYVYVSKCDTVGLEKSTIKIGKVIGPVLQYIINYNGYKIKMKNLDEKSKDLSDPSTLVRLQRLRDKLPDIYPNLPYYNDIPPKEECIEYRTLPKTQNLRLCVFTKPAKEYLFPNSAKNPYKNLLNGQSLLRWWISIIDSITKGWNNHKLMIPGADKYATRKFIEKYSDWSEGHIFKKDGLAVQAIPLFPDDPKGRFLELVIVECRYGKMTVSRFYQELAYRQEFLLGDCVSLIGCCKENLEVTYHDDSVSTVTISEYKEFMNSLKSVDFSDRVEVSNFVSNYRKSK
RTF Ca sens act = increases calcium sensitivity of human cardiac regulated thin filaments | activation, % at 7.2 µM | AID 493008 | hit rate 0.24% among 340,000 | IANBD-labeled TnC RTF fluorescence at EC20 calcium; 0% EC20 calcium, 100% full calcium;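 active = activation above the mean over all tested compounds plus 3 SD, cut at about 30% in these data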;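 note: rise in fluorescence read as greater calcium sensitivity of cardiac thin filaments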
Keap1-Nrf2 PPI = inhibitors of human Keap1-Nrf2 protein-protein interaction. inhibition, % at 9.4 µM. Q14145. Keap1 Kelch-Nrf2 peptide fluorescence polarization, 1536-well. hit rate 0.15% among 340,000; in the data active = inhibition above about 12%;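 note: human Keap1 Kelch domain with fluorescein labeled Nrf2 9mer peptide probe; 0% = neutral control wells and 100% = peptide positive control; higher means more block of Keap1 binding to Nrf2 peptide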
CAL PDZ FP-1 = CAL PDZ (human) peptide binding inhibition; purified CAL PDZ, TMR-peptide fluorescence polarization, 1 h; AID 602252; inhibition, % at 24.9 µM; hit rate 0.92% among 300,000; Q9HD26;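 active = mean inhibition of at least 30% with at least half of replicates also reaching 30%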;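 note: 0% = DMSO neutral control and 100% = excess unlabeled competitor peptide PRC23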
PKA-R2B act = activators of human PKA-R2B complex; P22694+P31323; AID 504700; hit rate 0.079% among 340,000; PKA-R2B holoenzyme dissociation, Cy5-IP20 fluorescence polarization; R2B truncated from residue 108, S112A mutant; 0% DMSO only, 100% 113 µM cGMP; activation, % at 11.4 µM;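 active = activation above a cutoff set at the mean over all compounds plus 3 SD, cut at about 18% in these data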;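 note: higher means more holoenzyme dissociation and a rise in polarization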
Target sequence (P31323 whole entry, looked up, other chains not shown, the tested form may be a part): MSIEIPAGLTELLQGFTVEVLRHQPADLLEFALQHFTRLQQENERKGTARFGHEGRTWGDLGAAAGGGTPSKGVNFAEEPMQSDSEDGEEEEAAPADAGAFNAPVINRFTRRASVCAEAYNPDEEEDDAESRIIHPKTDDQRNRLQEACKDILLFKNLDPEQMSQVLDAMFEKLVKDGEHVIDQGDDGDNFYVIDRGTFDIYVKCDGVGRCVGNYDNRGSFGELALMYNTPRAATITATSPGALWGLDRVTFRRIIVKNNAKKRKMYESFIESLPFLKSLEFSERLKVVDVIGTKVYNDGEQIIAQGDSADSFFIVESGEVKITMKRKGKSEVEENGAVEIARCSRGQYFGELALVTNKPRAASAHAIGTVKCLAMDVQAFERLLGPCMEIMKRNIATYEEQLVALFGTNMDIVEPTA
CAL PDZ FP-2 = inhibitors of human CAL PDZ peptide binding; purified CAL PDZ, TMR-peptide fluorescence polarization, 1 h; inhibition, % at 20 µM; hit rate 0.02% among 330,000; AID 504414;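 active = highest replicate inhibition of at least 40%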;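 note: plate controls were DMSO neutral control wells for no effect and unlabeled competitor peptide control wells for full effect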
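Control set: unlabelled peptide and DMSO controls / Material: purified CerCALP PDZ construct / Timing: 1 h incubation at room temperature before polarization reading / Doses: 20 µM, one dose / Detection: fluorescence polarization (mP)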
RTF Ca sens inh = cardiac RTF calcium desensitization | IANBD-labeled cardiac RTF, Ca2+ fluorescence | hit rate 0.12% among 340,000 | P19429+P45379 | inhibition, % at 7.15 µM;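 active = inhibition above the mean inhibition of all tested compounds plus 3 SD, cut at about 17% in these data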;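 note: assay run at fixed EC70 calcium of 1.6 mM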
DAGLB inh = blocks human DAGLB lipase activity; inhibition, % at 5.17 µM; Q8NCG7; hit rate 0.059% among 340,000; HEK293T DAGLB membrane lysate, EnzChek fluorogenic substrate; in the data active = inhibition above about 34%;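 note: 0% = enzyme with vehicle and 100% = wells lacking enzyme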
LANA DNA inh = inhibitors of KSHV LANA C-terminal domain DNA binding; MBP-C-LANA/FAM-LBS DNA binding, fluorescence polarization; inhibition, % at 9 µM; hit rate 0.078% among 340,000;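 active = highest replicate inhibition at or above 60% at 9 µM, even if other replicates fall short; inactive = all replicates below 60% inhibition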;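 note: 0% = neutral control wells and 100% = 4 µM acridine orange control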
SR-BI DiI-HDL act = enhances SR-BI lipid uptake from DiI-HDL | activation, % at 12.5 µM | CHO ldlA[mSR-BI] cells, DiI-HDL uptake fluorescence, 3 h; 100 = double the neutral-control signal | hit rate 0.096% among 320,000;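 active = mean replicate activation of at least 60% and every replicate at or above 60%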;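 note: 0% = median plate neutral-control signal and 100% = twice that signal; values of inactives mirror those of a sister screen read the other way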
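System: CHO ldlA[mSR-BI] cells / Medium: HEPES-buffered (25 mM, pH 7.4) F12 plus 0.5% BSA / Probe or stimulus: labelled HDL, 10 µg/mL / Doses: single compound concentration, delivered by pin transfer / Schedule: 3 h, 37 °C / Measured by: DiI fluorescence, bottom read / Measure: cell-associated DiI fluorescence as measure of HDL uptake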
Starred values were filed as active, the others as inactive; nt = no result given.

Each structure is followed by: Rtt109 HAT inh	RTF Ca sens act	Keap1-Nrf2 PPI	CAL PDZ FP-1	PKA-R2B act	CAL PDZ FP-2	RTF Ca sens inh	DAGLB inh	LANA DNA inh	SR-BI DiI-HDL act
> Cc1ccnc(SCCn2c(N3CC(C)CC(C)C3)nc3c2c(=O)n(C)c(=O)n3C)n1 (stereo not drawn)
    3.2	0.4	-1.4	-5.8	-10.6	-1.8	-1.6	-4.5	0.8	nt
> OCC1(CCc2ccccc2)CCN(Cc2cc(Cl)ccc2O)CC1
    7.2	-6.3	1.3	nt	5.9	-0.7	2.6	-2.1	-4.7	7.8
> CCC(C)(C)n1nnnc1C(c1cc2cc(C)ccc2[nH]c1=O)N1CCCc2ccccc21 (stereo not drawn)
    -1.0	2.2	0.6	-3.1	0.1	nt	-1.6	0.0	0.3	17.8
> CCOc1ccc2oc(-c3ccccc3)c(C(N)=O)c2c1
    -10.5	0.6	-6.8	-3.6	7.3	0.3	-1.1	-3.8	3.7	-4.0
> CCCCOc1ccc(C(=O)NCC(=O)NCC2CCCO2)cc1 (stereo not drawn)
    -0.7	2.0	-5.9	-2.6	1.4	-2.2	-5.1	-0.4	-0.2	28.6
> O=C(CN(Cc1ccco1)C(=O)c1ccc(N2CCCC2=O)cc1)Nc1ccccc1C(F)(F)F
    -7.6	1.2	2.8	-1.1	-2.6	-1.2	-12.1	-1.4	0.4	-1.0
> CN(CC(=O)Nc1ccc(Cl)cc1)C(=O)CNC(=O)c1ccc(Br)o1
    -1.3	-5.1	0.6	1.7	3.6	-2.3	-10.5	0.8	0.7	-6.9
> CCOc1c(Br)cc(C(=O)N2CCCN(C)CC2)cc1OC
    1.0	0.4	-5.5	2.8	-1.6	0.8	-1.1	0.2	-2.3	-21.4
> O=C(Nc1nc2ccc(Cl)cc2s1)C1CC1
    5.3	5.9	-4.7	nt	1.7	-0.7	-2.5	-6.9	-2.8	-8.3
> COc1cc(C(=O)OCC(=O)NCc2ccccc2)cc(NC(=O)c2ccco2)c1OC
    -2.9	-8.5	-0.2	-0.2	-4.7	-0.8	3.0	1.8	0.0	-6.8
> CC1=CC(C)(C)n2c(O)c(N=NC(N)=S)c3c(C)c(C)cc1c32
    -5.8	-1.8	-5.9	-3.5	3.4	-2.3	-16.1	4.4	-0.4	nt
> COc1ccc(C2=NN(C(=O)CSc3nnc(-c4ccccc4F)o3)C(c3ccco3)C2)cc1 (stereo not drawn)
    4.6	0.2	-0.2	-4.2	-6.7	-1.0	-5.8	-2.6	0.4	9.1
> CCOc1ccc(-n2cnc3c(=O)[nH]c(N)nc32)cc1
    -1.5	3.6	-0.5	-2.0	-4.2	-0.3	-10.6	0.5	-3.3	4.5
> COc1ccnc(CSC(N)=Nc2ccccc2OC)c1
    -15.0	-4.0	-0.6	-4.8	-8.3	-0.4	2.5	-1.2	-0.1	6.2
> COc1ccc(NC(=S)N2CCN(C(=O)c3ccco3)CC2)cc1
    29.9	0.8	-3.9	nt	3.7	-0.2	-11.6	-2.6	0.7	nt
> O=C(c1ccco1)N1CCN(c2nc(C3CC3)nc3c2nnn3Cc2ccccc2Cl)CC1
    6.3	-3.4	-4.9	-7.8	5.5	-2.5	-3.6	-2.6	0.7	-30.2
> c1ccc(-c2c[nH]c3[n+]2CCCCC3)cc1
    5.0	2.3	-1.6	-8.1	6.1	-0.8	-3.7	-3.1	-0.6	16.3
> COc1ccccc1-n1nnnc1SCC(=O)Nc1ccc(C)c(N)c1
    7.1	-3.0	2.0	-7.2	-2.9	-0.3	-17.2	-1.8	-0.9	-11.6
> Cc1nn(C)cc1C(=O)c1ccccc1
    1.6	-1.2	-3.9	nt	-2.6	-0.6	-3.5	-6.9	0.9	11.5
> Nc1nonc1-n1nnc(C(=O)N/N=C/c2cccc(F)c2)c1-c1ccc2c(c1)OCO2
    1.1	-5.2	-4.3	4.0	0.9	0.1	0.4	-0.3	1.2	-19.8

(continued)
Each structure is followed by: Rtt109 HAT inh	RTF Ca sens act	Keap1-Nrf2 PPI	CAL PDZ FP-1	PKA-R2B act	CAL PDZ FP-2	RTF Ca sens inh	DAGLB inh	LANA DNA inh	SR-BI DiI-HDL act
> COc1ccccc1Oc1cc(F)nc(N)n1
    2.3	0.6	0.0	-3.3	11.0	-1.3	-6.8	-1.1	1.7	-4.0
> Cc1ccccc1-c1nc(CN2CCC(C(=O)NCCCN3CC(C)CC(C)C3)CC2)c(C)o1 (stereo not drawn)
    6.2	-4.3	-6.3	nt	-7.1	-0.6	4.2	3.0	-1.1	25.1
> COC(=O)c1ccc(/C=N/OCC(=O)NCCc2ccc(OC)c(OC)c2)cc1
    -2.9	1.5	-3.8	-3.4	0.9	-1.3	-4.2	-1.1	-3.4	-3.3
> Cc1cc(=O)oc2c(C)c(OCC(=O)NC3CC(C)(C)NC(C)(C)C3)ccc12
    2.5	3.5	-2.2	-0.7	-2.9	-2.3	-12.3	1.1	1.1	12.9
> CC1C/C(=N\NC(=O)c2ccc(NS(=O)(=O)c3ccc(Br)cc3)cc2)CC(C)(C)C1 (stereo not drawn)
    -5.7	-8.7	3.1	nt	-3.1	-0.3	11.3	-7.1	-0.2	1.2
> COc1ccccc1NC(=S)N(Cc1ccc(C(=O)O)cc1)Cc1ccc(OC)c(OC)c1
    nt	0.7	2.2	50.2*	14.1	0.1	-3.2	0.3	-0.8	13.9
> COc1cc(NC(=O)CSc2nc(C)cs2)cc(OC)c1
    10.5	-3.0	0.7	-3.3	10.9	-0.2	6.0	-0.7	0.1	-1.7
> COc1ccc(NS(=O)(=O)c2cccc(C(=O)Nc3cccc(C(=O)O)c3)c2)cc1
    -0.1	-5.3	-2.9	nt	13.8	-0.9	-0.7	-0.7	0.3	14.3
> CN(CCNC(=O)C1CCCN(c2ncnc3c2nc2n3CCCCC2)C1)Cc1ccccc1 (stereo not drawn)
    3.0	-4.5	-5.6	-3.9	-0.3	-1.8	5.0	-0.3	0.6	28.6
> COc1ccccc1CNC(=O)COc1ccc(C)cc1
    -6.3	1.6	-14.7	nt	2.2	0.4	-4.6	-14.1	-0.9	718.1*
> CCOC(=O)C(C)c1ccc2cc(OC)ccc2c1 (stereo not drawn)
    -2.5	3.2	-4.0	-2.0	-5.8	-1.2	-1.0	-9.1	-0.1	nt
> CN(Cc1ccccc1F)C(=O)CCNC(=O)c1ccc(C(C)(C)C)cc1
    6.8	-4.4	-3.0	-3.7	-11.9	-0.8	5.6	-2.0	-1.1	10.7
> CCC(CC)c1nnc(NC(=O)Oc2ccccc2)s1
    -0.2	-1.5	-2.2	nt	11.3	-3.3	-9.5	-0.5	0.1	1.4
> Cc1ccc(S(=O)(=O)N2[C@@H](c3cccc(Cl)c3)C(C(=O)O)=CC[C@H]2c2cccc(C)c2)cc1
    -4.7	-6.7	4.2	-2.4	-1.3	-1.0	-2.1	2.5	-0.6	19.0
> COc1ccc(CN2CCN(Cc3ccc(CO)o3)CC2CCO)cc1C (stereo not drawn)
    11.6	9.5	4.6	-3.9	0.3	-9.6	-0.1	-1.6	-0.2	-3.7
> Cc1ccc(C)c(-n2c(N)c(C(N)=O)sc2=S)c1
    4.9	2.7	-1.3	-10.6	5.9	-0.2	-3.3	0.4	-0.8	17.8
> O=C(Nc1ccc(O)cc1C(=O)O)c1cccc(Br)c1
    -8.0	2.3	-0.9	0.4	-3.5	-1.5	4.7	5.1	0.6	-2.5
> COc1cc(Cl)c(C)cc1NC(=O)Cc1cccs1
    -6.2	-8.3	0.1	-7.9	4.5	-1.6	-3.7	-3.3	2.1	-51.3
> Cc1cc(C)c2[nH]c(=O)c(C(c3nnnn3CC3CCCO3)N3CCCC(C)C3)cc2c1 (stereo not drawn)
    -8.4	-4.7	-7.9	3.0	5.4	-4.1	-4.3	3.1	0.0	-24.3
> CN(c1ccccc1)S(=O)(=O)c1ccc(C(=O)NCc2cccs2)cc1
    -20.2	2.1	-2.5	-2.3	8.6	-0.6	-7.8	-0.7	-0.9	8.7

Next structures follow.
Each structure is followed by: Rtt109 HAT inh	RTF Ca sens act	Keap1-Nrf2 PPI	CAL PDZ FP-1	PKA-R2B act	CAL PDZ FP-2	RTF Ca sens inh	DAGLB inh	LANA DNA inh	SR-BI DiI-HDL act
> S=c1nc(C2CCCCC2)[nH][nH]1
    -2.7	0.6	1.8	-3.2	4.0	0.1	-3.5	-2.2	2.1	1.2
> CC/C(Cc1ccccc1)=N/NC(=O)CNC(=O)c1ccc(Cl)cc1Cl
    2.4	-2.4	5.8	-3.3	-6.5	0.3	8.9	1.0	-0.2	-16.7
> COc1cc(CN2CCN(CC#Cc3ccccc3)CC2CCO)cc(OC)c1 (stereo not drawn)
    4.9	-2.5	0.9	-3.9	9.3	-2.2	5.8	-1.1	2.1	-19.6
> NC(=O)c1ccccc1NC(=O)Nc1ccc(F)c(Cl)c1
    2.6	0.2	2.0	-1.8	-7.3	-2.8	-2.6	1.3	-1.5	-12.3
> CCN(CC(=O)NCc1ccc(Cl)cc1)C(=O)CCc1ccccc1
    0.1	-7.1	-2.7	3.7	-1.8	-0.3	1.2	-3.9	-0.2	11.4
> CC(C)(C)OC(=O)C[C@H]1C/C=C\C[C@@H](CC(=O)N[C@H](CO)Cc2ccccc2)C(=O)NC[C@H](c2ccccc2)OC1=O
    -0.5	-1.5	-1.7	-4.6	-11.5	0.3	-18.2	-2.0	1.3	nt
